# RAD54 branch: inhibitors of human RAD54 branch migration, primary screen, biochemical, fluorescence, single point | DNA repair and recombination protein RAD54-like (Homo sapiens), Q92698 | inhibition, % at 10.4 µM | AID 602329, 2012 | hit rate 0.14% among 360,000 | RAD54 Holliday junction branch migration, FAM/BHQ fluorescence;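 active = mean normalized replicate activity at least 40 and at least half of replicates scoring 40 or more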;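 also: 0% = median of neutral control wells and 100% = median of positive control wells; inhibitors cause a drop in the FAM fluorescence signal; in these data hits start at about 50%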
# ERp5 inh: inhibitors of ERp5-driven insulin aggregation, primary screen, biochemical, turbidity, absorbance 650 nm, single point | Protein disulfide-isomerase A6 (Homo sapiens), Q15084 | hit rate 0.05% among 350,000 | 90 min | inhibition, % at 9.99 µM | AID 651711, 2012;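 active = mean replicate inhibition above about 25%, with every replicate also reaching it, limit read from the data, passing the limit was not always enough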
# PglD inh: C. jejuni PglD acetyltransferase inhibitors, primary screen, biochemical, DTNB colorimetric, single point | purified PglD enzyme, DTNB colorimetric CoA detection | inhibition, % at 12.5 µM | hit rate 0.098% among 360,000 | AID 602405, 2012; in the data active = inhibition above about 16%, passing the limit was not always enough; also: strong numbers were not always called active
# Casp6 inh: human caspase-6 inhibitors, primary screen, biochemical, VEID-R110 fluorescence, single point, set 2; P55212; purified caspase-6, Z-VEID-R110 cleavage fluorescence; inhibition, % at 12.5 µM; hit rate 0.53% among 350,000;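 active = mean inhibition across replicates at least about 35%, with every replicate also reaching that limit, limit read from the data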;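 also: 0% = median of neutral control wells and 100% = no fluorescence left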
# Target sequence (P55212 24-179 limits assumed): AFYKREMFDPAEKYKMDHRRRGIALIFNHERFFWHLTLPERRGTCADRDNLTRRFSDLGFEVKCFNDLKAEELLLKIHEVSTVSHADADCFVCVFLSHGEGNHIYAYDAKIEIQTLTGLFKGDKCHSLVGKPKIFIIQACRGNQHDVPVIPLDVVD
# Target sequence (P55212 194-293 limits assumed): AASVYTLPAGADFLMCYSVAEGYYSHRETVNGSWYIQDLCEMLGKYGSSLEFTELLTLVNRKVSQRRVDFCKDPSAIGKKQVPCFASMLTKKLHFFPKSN
# ARNT TACC3 PPI: disruptors of ARNT/TACC3 protein interaction, primary screen, biochemical, AlphaScreen, single concentration; AlphaScreen His-ARNT PAS-B/GST-TACC3 binding, luminescence; TACC3 fragment carries E629A point mutation; inhibition, % at 9.99 µM; hit rate 0.66% among 390,000;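 active = mean inhibition of replicates at least 50% and at least half of replicates each reaching 50%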;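 also: 0% = complete ARNT plus TACC3 wells and 100% = ARNT alone without TACC3; many hits fall short of the cut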
# RAD52 inh: RAD52 DNA annealing inhibitors, primary screen, biochemical, FRET, single point, set 2; DNA repair protein RAD52 homolog (Homo sapiens), P43351; recombinant RAD52 DNA annealing, FRET fluorescence; inhibition, % at 18.7 µM; hit rate 0.46% among 360,000;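 active = every replicate showing at least 50% inhibition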
# E-sel inducer: E-selectin induction in HUVECs, primary screen, imaging, HUVEC, immunofluorescence imaging, single point | normalized: neutral wells 0, TNF-alpha wells 100 | P16581 | activation, % at 7.58 µM | hit rate 0.37% among 260,000 | AID 686992, 2013;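 active = mean E-selectin-positive cell signal at least 10% of the positive control, reached in at least 60% of replicates, without over 20% cell loss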;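 also: in these data hits start at about 27%; measured in HUVEC primary endothelial cells; signal is the percent of cells scored E-selectin positive by PE staining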
# Target sequence (P16581 whole entry, looked up): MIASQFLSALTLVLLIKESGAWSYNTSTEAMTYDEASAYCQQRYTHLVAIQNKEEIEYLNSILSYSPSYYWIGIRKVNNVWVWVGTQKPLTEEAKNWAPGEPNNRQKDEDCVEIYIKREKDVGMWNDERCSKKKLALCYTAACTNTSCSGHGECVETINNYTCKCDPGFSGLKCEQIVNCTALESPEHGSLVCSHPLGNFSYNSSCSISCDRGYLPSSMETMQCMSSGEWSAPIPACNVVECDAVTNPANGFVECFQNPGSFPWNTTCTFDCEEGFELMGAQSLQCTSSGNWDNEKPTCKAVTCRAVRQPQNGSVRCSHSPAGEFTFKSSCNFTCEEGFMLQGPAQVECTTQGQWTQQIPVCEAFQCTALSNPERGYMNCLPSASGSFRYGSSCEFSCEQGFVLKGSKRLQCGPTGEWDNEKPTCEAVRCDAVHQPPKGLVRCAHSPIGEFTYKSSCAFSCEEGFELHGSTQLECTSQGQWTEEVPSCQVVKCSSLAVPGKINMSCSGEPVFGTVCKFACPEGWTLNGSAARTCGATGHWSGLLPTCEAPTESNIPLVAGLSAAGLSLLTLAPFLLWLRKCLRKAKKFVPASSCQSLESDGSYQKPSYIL
#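 Assay system: HUVEC, human umbilical vein endothelial cells / Amount: 3,000 HUVEC/well / Controls: TNF-alpha positive control, DMSO neutral control / Compound dosing: single concentration / Medium: EGM-2 over gelatin coat / Evaluation: percent E-selectin-positive cells / Signal: immunofluorescence imaging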
# esBAF inh: Bmi1 luciferase reporter increase in mESCs, primary screen, esBAF inhibitor project, mouse ES cells, Bmi1 luciferase knock-in, single point; 24 h; 100% = twice the neutral-well signal; reporter increase, % at 12.5 µM; hit rate 2% among 350,000; AID 602393, 2012; in the data active = activation above about 40%;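 also: 0% = median of the plate's neutral control wells and 100% = double that signal; a rise in the Bmi1 reporter signal indicates esBAF inhibition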
# * marks the source's active call; other numbers are inactive results; / = no result given; & = joins results of further samples.
SMILES	RAD54 branch	ERp5 inh	PglD inh	Casp6 inh	ARNT TACC3 PPI	RAD52 inh	E-sel inducer	esBAF inh
CNC(=S)NNC(=O)c1ccccc1F	/	0.0	/	-0.7	-3.8	-10.6	5.8	/
CN(C)S(=O)(=O)c1cccc(NC(=O)CCCSc2ccccc2)c1	-4.9	3.9	-3.5	1.3	-1.4	-0.1	/	-2.2
O=C(Cc1coc2cc(O)ccc12)N1CCN(S(=O)(=O)c2ccc(Br)cc2)CC1	0.5	-0.1	1.2	5.7	-2.7	-26.4	/	-3.4
COc1ccc(-c2cc3nc(NCC4CCCCC4)n(C)c(=O)c3s2)cc1OC	19.1	0.2	-2.0	0.1	/	-28.0	0.5	0.8
Cc1ccccc1-c1cnn(-c2cccc([N+](=O)[O-])c2)c1N	3.0	-2.1	-8.1	1.6	0.5	-20.0	/	34.4
O=C1NCCN1Cc1ccccc1	-0.3	/	1.7	/	0.1	/	/	0.6
O=C(C1CC1)N1CC2(C1)[C@@H](c1ccccc1)[C@@H](CO)N2S(=O)(=O)c1ccccc1	/	0.0	/	5.8	/	-12.4	0.0	/
CCC(=O)N1CC2(C1)[C@H](c1ccc(-c3ccc(F)cc3)cc1)[C@H](CO)N2C(C)=O	/	6.7	/	-0.7	/	-11.1	-0.2	/
CC1(CC(=O)N/N=C/c2ccc(-c3ccc(Cl)cc3)o2)OCCO1	0.6	2.5	4.4	0.0	-3.6	-15.7	-0.2	/
COc1ccccc1-c1cnc2c(c1)C(=O)N([C@@H](C)CO)C[C@H](C)[C@H](CN(C)C(=O)c1ccncc1)O2	-15.2	0.5	17.8	-0.2	-5.1	-0.4	0.3	-1.5
Cc1cccc(-n2nc3c(c2NC(=O)c2ccc(Br)o2)CSC3)c1	6.2	0.9	-2.4	-2.7	2.1	-18.3	/	2.4
C[C@H]1CN([C@@H](C)CO)C(=O)c2cccc(NC(=O)C3CCOCC3)c2O[C@@H]1CN(C)Cc1ccc(Cl)c(Cl)c1	3.2	1.4	-2.9	-0.6	-4.3	3.3	1.5	-2.3
Nc1ccc(C#Cc2ccc3oc4ccccc4c(=O)c3c2)cc1	2.1	-2.1	9.7	-0.3	/	-12.9	-0.1	42.1*
CCCC(=O)Nc1ccc2c(c1)C(=O)N(C)[C@@H]1CC[C@H](CC(=O)Nc3cn(C)nc3C)O[C@H]1CO2	-3.5	6.2	-2.3	1.1	-1.3	-13.0	0.0	-3.5
C/C(=N\NC(=O)c1cccs1)c1ccc2ccccc2c1	0.6	2.9	-2.5	-1.1	-3.1	-6.5	-0.4	52.3*
COc1ccc2oc(=O)c(-c3nnc(N)s3)cc2c1	/	1.7	/	0.7	-2.3	11.3	-0.8	/

# Given with values under each structure: entries from further up
# Second line of a record – RAD54 branch	ERp5 inh	PglD inh	Casp6 inh	ARNT TACC3 PPI	RAD52 inh	E-sel inducer	esBAF inh
- COc1ccc(-c2cc3nc(NCC4CCCCC4)n(C)c(=O)c3s2)cc1OC
  19.1	0.2	-2.0	0.1	/	-28.0	0.5	0.8
- Cc1ccccc1-c1cnn(-c2cccc([N+](=O)[O-])c2)c1N
  3.0	-2.1	-8.1	1.6	0.5	-20.0	/	34.4
- O=C1NCCN1Cc1ccccc1
  -0.3	/	1.7	/	0.1	/	/	0.6
- O=C(C1CC1)N1CC2(C1)[C@@H](c1ccccc1)[C@@H](CO)N2S(=O)(=O)c1ccccc1
  /	0.0	/	5.8	/	-12.4	0.0	/
- CCC(=O)N1CC2(C1)[C@H](c1ccc(-c3ccc(F)cc3)cc1)[C@H](CO)N2C(C)=O
  /	6.7	/	-0.7	/	-11.1	-0.2	/
- CC1(CC(=O)N/N=C/c2ccc(-c3ccc(Cl)cc3)o2)OCCO1
  0.6	2.5	4.4	0.0	-3.6	-15.7	-0.2	/
- COc1ccccc1-c1cnc2c(c1)C(=O)N([C@@H](C)CO)C[C@H](C)[C@H](CN(C)C(=O)c1ccncc1)O2
  -15.2	0.5	17.8	-0.2	-5.1	-0.4	0.3	-1.5
- Cc1cccc(-n2nc3c(c2NC(=O)c2ccc(Br)o2)CSC3)c1
  6.2	0.9	-2.4	-2.7	2.1	-18.3	/	2.4
- C[C@H]1CN([C@@H](C)CO)C(=O)c2cccc(NC(=O)C3CCOCC3)c2O[C@@H]1CN(C)Cc1ccc(Cl)c(Cl)c1
  3.2	1.4	-2.9	-0.6	-4.3	3.3	1.5	-2.3
- Nc1ccc(C#Cc2ccc3oc4ccccc4c(=O)c3c2)cc1
  2.1	-2.1	9.7	-0.3	/	-12.9	-0.1	42.1*

# (next part)
SMILES	RAD54 branch	ERp5 inh	PglD inh	Casp6 inh	ARNT TACC3 PPI	RAD52 inh	E-sel inducer	esBAF inh
N=c1c(S(=O)(=O)c2ccc(F)cc2)cc2c(=O)n3ccccc3nc2n1CC1CCCO1 (centres undefined)	3.6	-0.7	-1.6	-0.9	-2.4	-114.1	-0.2	3.4
Nc1ncnc2c1ncn2[C@@H]1O[C@H](CNS(=O)(=O)C2CC2)[C@@H](O)[C@H]1O	5.4	-8.5	-2.4	-4.8	-3.7	-5.2	-0.2	-3.4
COCC(=O)Nc1ccc2c(c1)C(=O)N(C)C[C@H](OC)[C@H](C)CN(CC1CCCCC1)[C@H](C)CO2	-1.5	-0.3	0.1	-7.9	-2.0	-1.5	-0.4	-1.5
C[C@@H]1CN([C@H](C)CO)C(=O)c2cc(-c3cccnc3)cnc2O[C@H]1CN(C)C(=O)c1ccccc1F	3.9	-8.3	3.6	-3.6	-3.3	-3.5	-0.2	-0.5
C[C@@H]1CN([C@@H](C)CO)C(=O)c2c(c3ccccc3n2C)-c2ccccc2CO[C@@H]1CN(C)CC1CCCCC1	/	-1.5	/	2.3	/	20.1	0.8	/
O=C(N[C@@H]1CC[C@@H](CCNS(=O)(=O)c2ccccc2Cl)O[C@@H]1CO)c1ccc(F)cc1	-7.9	-3.0	0.4	1.8	1.3	-1.1	0.1	1.2
O=C(CNC(=O)c1ccccc1)OCCCOC(=O)CNC(=O)c1ccccc1	-1.6	5.1	-0.9	-1.5	-10.3	-7.7	12.6	-7.5
O=C(CSc1nc2ccccc2[nH]1)Nc1c(F)c(F)c(F)c(F)c1F	/	4.9	/	0.7	-15.1	-10.6	0.3	/
Cc1ccccc1C(OCCN(C)C)c1ccccc1 (centres undefined)	12.0&-14.9&-1.7	0.6&-4.3	-1.3&-5.1&-1.6	-2.7&6.1	-10.4&3.9&-2.9	-7.4&-12.4	1.3&-0.4	0.7&-4.9&0.2
N#C[C@H]1[C@H](c2ccc(C#Cc3cccc(F)c3)cc2)[C@@H](CO)N1C(=O)C1CCOCC1	-16.4	-1.5	1.8	1.2	1.4	-76.2	-0.2	-8.5
COC(=O)CNC(=O)Cn1cnc2sc(C)c(S(=O)(=O)N3CCN(c4ccccc4OC)CC3)c2c1=O	5.7	-0.9	-1.4	0.3	13.3	-5.0	0.0	/
Cc1noc(C)c1CSc1nc2ccccc2n1C	-5.2	/	-0.3	/	5.2	/	/	5.3
O=C(Oc1nsnc1N1CCCCC1)N1CCOCC1	-3.1	/	-7.0	/	-2.5	/	/	3.9
CCCCNC(=O)c1cc2cccc([N+](=O)[O-])c2[nH]1	6.2	3.0	-0.1	-1.4	3.7	-2.5	0.1	11.8
Cc1cc(C)n(C(=O)CSc2ccc(Cl)cc2)n1	-4.0	/	-3.7	/	-4.0	/	/	4.8
Cc1cccc(Nc2nc(N)nc(CN3CCN(Cc4ccc5c(c4)OCO5)CC3)n2)c1	0.0	/	-7.8	/	11.2	/	/	4.2
Cc1ccc(CNC(=O)C2CCC(=O)N2CCc2ccccc2)cc1 (centres undefined)	1.6	/	4.4	/	-3.7	/	/	2.4
C[C@H]1CN([C@@H](C)CO)C(=O)c2cc(NC(=O)Cc3ccccc3)ccc2O[C@@H]1CN(C)C(=O)Nc1ccc(F)cc1	-13.5	-2.2	-0.2	1.8	/	6.8	-3.7	1.2
Cc1cc(OCC(=O)NCCCN2CCOCC2)c2c(C)cc(=O)oc2c1	1.9	2.4	0.1	-3.5	-1.2	2.3	/	-1.3
COc1ccc(/C(O)=C2/C(=O)C(=O)N(CCCC(=O)O)C2c2ccc(OC)c(OC)c2)cc1 (centres undefined)	-3.8	/	3.8	/	-1.6	/	/	-9.9
Cc1nn(C2CCS(=O)(=O)C2)c(C)c1CN(C)C(=O)c1ccc(F)cc1 (centres undefined)	3.7	4.3	-1.4	-2.9	/	-7.6	-1.3	-1.1
CN1CCN(c2ccccc2NC(=O)Cn2ncc3c([nH]c4ccccc43)c2=O)CC1	-3.1	-1.1	-6.3	-9.8	5.3	-6.9	/	-10.1
Cn1cc(Cl)c(/C=C(\C#N)S(=O)(=O)c2ccccc2)n1	-4.6	3.5	-1.9	-1.4	-1.3	-12.7	/	6.3
CCCn1nnc(NC(=O)c2ccc3ccccc3c2)n1	/	-6.3	/	-1.3	10.1	-3.3	0.0	/
COc1ccc(CNC(=O)COC(=O)C2(C)CC2(Cl)Cl)cc1 (centres undefined)	-10.5	0.5	1.3	19.6	-7.0	-2.0	0.1	1.9
O=C(C[C@@H]1CC[C@@H](NC(=O)CN2CCOCC2)[C@@H](CO)O1)NC1CCC1	3.5	2.8	-1.7	0.0	9.3	-3.5	-0.1	-0.2
Cc1ccc(S(=O)(=O)N(C)C[C@H]2OCCCC[C@H](C)Oc3ccc(NS(=O)(=O)c4ccc(Cl)cc4)cc3C(=O)N([C@@H](C)CO)C[C@H]2C)cc1	-15.0	3.5	0.6	2.3	-8.0	3.5	-0.1	2.8
CCNC(=O)[C@H]1[C@H](CO)[C@H]2Cn3c(ccc(-c4ccccc4F)c3=O)[C@@H]1N2CC	-1.7	-2.3	-3.3	5.0	-0.2	-5.8	0.0	0.1
COC(=O)[C@]12C[C@H](CC(=O)NCC34CC5CC(CC(C5)C3)C4)C(=O)N(Cc3ccc4c(c3)OCO4)C1=C[C@H](C(C)(C)C)O[C@@H]2C	/	12.3	/	-1.3	/	-2.1	-0.1	/
COc1ccccc1CNC(=O)C[C@H]1C=C[C@@H](NC(=O)CN(C)C)[C@H](CO)O1	0.2	1.5	0.5	2.3	7.5	-3.5	-0.1	-3.2
O=C1NC(c2ccccc2)=C(c2ccc3ccccc3n2)C(c2ccccc2)N1 (centres undefined)	2.6	-1.8	2.6	2.9	/	-12.9	-1.0	0.2
Cc1cccc(NC(=O)CCN2CCC(C)CC2)c1	3.1	-2.4	-4.8	2.7	-14.2	-4.2	0.2	7.5
O=Cc1ccccc1OCc1nnsc1Cl	/	0.6	/	0.8	-4.3	-23.6	/	0.0
Fc1ccc(Oc2cc(N3CCOCC3)nc(-c3ccccc3)n2)c(F)c1	3.9	/	4.4	/	-2.3	/	/	-6.0
Cc1cc(C)cc(OCC(=O)Nc2nc(-c3ccccn3)cs2)c1	-8.4	14.2	2.2	0.8	2.6	-15.8	/	3.0
CCNC(=S)N(Cc1ccc(OC)cc1)C1CC(=O)N(c2ccc(OCC)cc2)C1=O (centres undefined)	2.0	/	-0.8	/	0.3	/	/	2.6

# No enrichment for hits; any-hit rate near 3.2%.
